# High-throughput results deposited in PubChem BioAssay by several laboratories.
# NRP1-CendR mod: alters CendR peptide binding to human NRP-1. O14786. FAM-RPARPAR peptide binding to NRP-1, fluorescence polarization. inhibition, % at 25 µM. 0.85% of 360,000 active. AID 602438;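 active means inhibition or corrected inhibition above about 18%, plus a signal ratio from 0.5 to 1.5, limit read from the data, passing the limit was not always enough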; further: strong numbers were not always called active
# Tb MetRS inh: blocks T. brucei methionyl-tRNA synthetase activity. purified T. brucei MetRS, ATP depletion, Kinase-Glo luminescence. inhibition, % at 11.9 µM. 0.4% of 360,000 active. AID 624268;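 active means inhibition above a per-plate cutoff of the control wells' mean inhibition plus 3 SD, cut at about 5.5% in these data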;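 further: 0% = DMSO wells median and 100% = median of wells with control inhibitor compound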
#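 assay system = parasite MetRS enzyme | timing = 15 min preincubation, 2 h reaction, all 25 °C | evaluation = percent inhibition relative to median high and low control wells | medium = HEPES buffer containing pyrophosphatase, BSA, spermine, DTT | compound = single dose, 11.9 µM final nominal, 0.9% final DMSO | detection = Kinase-Glo luminescence, ATP depletion format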
# eLon inh: inhibits E. coli Lon protease; P0A9M0; purified E. coli Lon protease, fluorescence polarization; inhibition, % at 7.94 µM; 0.42% of 360,000 active; AID 602123; in the data active means inhibition above about 13%, passing the limit was not always enough;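 further: 0% = enzyme with probe and DMSO and 100% = no enzyme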
# FAS TE block: FAS thioesterase (human) inhibition. P49327. inhibition, % at 15 µM. recombinant FAS-TE, OMFH fluorogenic substrate, fluorescence endpoint. 0.67% of 360,000 active. AID 602261;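 active means compounds whose normalised, plate-corrected inhibition of enzyme fluorescence in the single-dose primary screen is 50% or more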;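 further: 0% = DMSO with enzyme and 100% = substrate without enzyme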
# MsrA inh: bovine MsrA inhibition | 0.75% of 360,000 active | purified bovine MsrA, absorbance read-out | inhibition, % at 15.5 µM; in the data active means inhibition above about 4.5%;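 further: 0% = vehicle wells with enzyme and 100% = reference inhibitor wells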
# MT1-MMP act inh: MT1-MMP (human) activation inhibition. P50281. HT1080 RFP-PRO-GFP cells, GFP/RFP ratio fluorescence, overnight; percent of plate control window, DMSO zero. GFP/RFP ratio change, % at 20 µM. 0.061% of 360,000 active;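 active means GFP/RFP ratio change of at least 30% with cell ATP level not reduced by more than half and red fluorescence within 50% of control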; further: strong numbers were not always called active
#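 Material – HT1080 RFP-PRO-GFP cells · Control set – DMSO wells and RFP-L50D-GFP cells · Incubation – overnight cell settling, then overnight compound exposure, 37 °C, 5% CO2 · Compound dosing – single-point 20 µM compound, 1% DMSO · Read-out – GFP/RFP fluorescence ratio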
# MsrA act: bovine methionine sulfoxide reductase A activation | purified bovine MsrA, absorbance read-out | activation, % at 10.6 µM | 0.3% of 360,000 active; in the data active means activation above about 7.5%;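 further: 0% = vehicle and 100% = reference activator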
# MLLE-PAM2 inh: inhibitors of microRNA-mediated deadenylation, human PABP1 MLLE binding; 0.36% of 360,000 active; inhibition, % at 20 µM; GST-MLLE / FITC-PAM2 fluorescence polarization; in the data active means inhibition above about 35%, passing the limit was not always enough;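 further: plate controls were DMSO wells with GST-MLLE for no effect and wells lacking GST-MLLE protein for full effect; some results filed as inactive read as strong as hits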
# SKN-1 inh: inhibitors of C. elegans SKN-1; inhibition, % at 21.8 µM; 0.49% of 360,000 active; C. elegans VP596 Pgst-4::GFP/RFP ratio, acrylamide-induced, 24 h; AID 624304;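 active means interference check ratio from 0.5 to 1.5 plus GFP to RFP signal ratio inhibition reaching or exceeding a fixed threshold, cut at about 30% in these data, passing the limit was not always enough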; further: some compounds called inactive have numbers as strong as hits
# * = called active by the depositor; . = not tested or not shown. The order is random (roughly 4% active in at least one column).
SMILES,NRP1-CendR mod,Tb MetRS inh,eLon inh,FAS TE block,MsrA inh,MT1-MMP act inh,MsrA act,MLLE-PAM2 inh,SKN-1 inh
CC(=O)Nc1ccc(S(=O)(=O)Nc2nccc(C)n2)cc1,-17.6,-0.4,-7.7,-5.7,0.0,1.3,-1.3,-4.4,-2.4
COc1ccc(C(=O)Nc2ccc(C(=O)NCC3CCCO3)cc2)c(OC)c1OC (stereo unspecified),7.1,-0.3,10.2,-0.8,0.0,-0.5,-4.0,-1.8,2.2
c1ccc(CCNCc2ccco2)nc1,-6.8,-0.4,-13.3,-6.1,2.0,-4.1,-5.5,0.9,16.9
CCS(=O)(=O)c1nc(S(=O)(=O)c2ccc(C)cc2)c(N2CCCC2)s1,7.8,-0.9,7.0,11.5,1.7,-2.8,-13.5,3.6,-3.0
CCN(CC)CCCOC(=O)C1(c2ccccc2)CCCC1,3.7,-1.4,-8.0,-6.3,-1.1,-2.0,-3.1,3.4,-9.8
COc1ccc(C(=O)N/C(=C\c2cn(C)c3ccccc23)C(=O)NCCCn2ccnc2)cc1,6.8,-0.1,0.9,-5.6,3.2,-0.6,-2.4,-4.0,2.1
O=C(N/C(=C\c1ccc2c(c1)OCO2)C(=O)N1CCOCC1)c1cccs1,11.2,0.1,1.0,-3.2,3.0,3.0,-9.1,4.3,-9.0
O=c1ccc(-c2ccc(S(=O)(=O)Nc3ccc(F)cc3)o2)n[nH]1,21.7,-0.3,-7.2,-3.2,-1.0,5.3,-2.1,9.9,7.7
O=C(COC(=O)C1COc2ccccc2O1)Nc1ccc(Cl)cc1 (stereo unspecified),8.1,0.4,4.8,-4.7,0.0,-2.4,-2.7,-5.1,7.1
COc1ccc(OCC(O)CNC(=O)Nc2ccc(Cl)cc2)cc1 (stereo unspecified),-1.2,60.1*,-7.4,-6.0,-1.2,-2.3,-3.8,17.2,11.3
CCOC(=O)c1c(S(=O)(=O)Nc2cccc(-c3ccno3)c2)c(C)n(C)c1C,0.4,-0.4,-10.5,10.5,0.8,-1.7,-5.9,-2.1,-17.4
COc1ccc(N2CCN(C3CC(=O)N(c4ccc5c(c4)OCCO5)C3=O)CC2)cc1 (stereo unspecified),-11.4,-1.3,-3.4,-4.0,0.1,13.6,-7.0,-0.4,7.9
CCOC(=O)c1sc(NC(=O)CSc2nnc(C)s2)c(C(=O)OCC)c1C,-2.2,-0.4,0.0,24.5,-0.7,-10.5,-1.9,-6.2,-10.3
CCN(CC)C(=O)Cn1cc(C(=O)C(=O)NCc2cccs2)c2ccccc21,7.6,-0.4,-10.5,0.1,2.2,1.0,-0.3,12.0,25.5
COc1ccccc1NC(=O)c1cnc(SC)nc1,-12.6,-0.7,-7.7,-5.3,-0.2,-2.5,-1.8,4.0,-12.1
COc1ccc(C)cc1NC(=O)n1ncc2cc(Cl)ccc21,-4.0,-1.0,-7.3,0.8,-0.7,1.2,-1.1,3.0,13.4
O=C(Nn1cnc2ccccc2c1=O)C1CCCCC1,8.5,-0.2,2.2,-8.7,-0.2,4.7,-9.9,-7.8,-5.5
CCN(CC)CCn1c(=N)n(CC(O)c2ccc(OC)c(OC)c2)c2ccccc21 (stereo unspecified),-5.1,-2.0,7.0,-6.8,0.3,.,-12.3,-5.3,1.8
O=C(CCNS(=O)(=O)c1cccc2nsnc12)NCc1ccc(F)cc1,12.7,-0.9,-13.8,-76.4,0.7,-4.4,-9.8,9.3,5.5
CCCCCCCNC(=O)C1(CC2CC(c3ccc(Cl)cc3)=NO2)CCN(C(=O)C2CCCC2)CC1 (stereo unspecified),-4.9,-0.4,10.2,9.6,0.8,-6.6,-6.1,-3.9,8.0
COc1ccc2nc(NC(=O)CSc3nnc4n3C(C)(C)Cc3ccccc3-4)sc2c1,0.2,0.1,-2.4,-4.5,-1.3,1.2,-0.8,-1.9,10.6
CCOC(=O)C1CCCN(C(=O)c2c(-c3ccccc3Cl)noc2C)C1 (stereo unspecified),7.0,-0.6,-5.9,-5.5,0.3,1.6,-3.5,4.3,-18.7
CC1CCN(CCCCOc2ccccc2-c2ccccc2)CC1,-12.7,-0.5,-4.5,-7.6,-0.8,0.9,-12.7,-2.2,3.1
CC(=O)c1ccc(OCCCC(=O)Nc2cc(S(=O)(=O)N3CCCCC3)ccc2C)cc1,-8.1,-0.5,0.0,8.0,3.2,-5.9,-2.4,-85.5,13.3
c1ccc(CCn2nnnc2C(c2cccnc2)N2CCN(c3ccccc3)CC2)cc1 (stereo unspecified),-9.6,-0.1,-9.0,5.8,-0.4,8.5,2.4,-2.9,-5.3
O=C(Cc1ccccc1F)Nc1cc(Cl)ccc1N1CCCC1,0.2,-0.1,-6.7,10.5,0.0,-3.4,1.2,6.5,-2.5
CC(C)N(C)CCOC(=O)c1ccc2c(c1)OCCO2,20.4,-0.9,-8.6,-7.9,-1.1,-3.4,1.6,6.9,-13.1
O=C(NCCCN1CCCC1=O)c1c(O)nc2sccn2c1=O,-3.4,-0.5,-0.6,-6.6,-1.6,0.1,-6.4,-0.1,12.6
CCOC(=O)c1c(-c2ccccc2)csc1NC(=O)C(C)NCCCN1CCOCC1 (stereo unspecified),-7.9,-1.0,10.3,3.5,0.7,3.4,-7.0,-12.8,-4.7
COc1ccccc1NS(=O)(=O)c1ccc(C(=O)NCC(c2ccc(F)cc2)N2CCOCC2)cc1 (stereo unspecified),-0.8,-0.7,9.9,10.3,-0.3,-5.5,-8.6,1.4,-14.6
O=C(COC(=O)Cc1ccccc1[N+](=O)[O-])NCc1ccccc1Cl,12.9,-0.5,1.3,-10.7,-0.1,-0.4,0.0,-0.9,3.0
Cc1ccc(NC(=O)c2c(C(F)(F)F)nn(C)c2SCc2cccc(C(F)(F)F)c2)cc1C,-2.7,-0.5,-1.7,13.6,0.2,-16.7,-4.5,-110.4,-4.1
COc1ccccc1CCc1nnc(CCC(=O)N(C)Cc2cccc3cnccc23)o1,8.1,-0.7,-3.4,-8.1,-0.4,-1.8,-6.8,2.5,6.3
CC(C)CCC1(C)NC(=O)N(CC(=O)Nc2ccc3c(c2)OCCO3)C1=O (stereo unspecified),-2.9,-0.1,4.9,-2.8,0.9,-1.8,-2.6,-0.1,22.5
O=C(NC(=S)NNC(=O)c1ccccc1[N+](=O)[O-])c1ccccc1,7.2,0.2,13.9,-4.4,-0.9,2.8,7.3,34.3,-1.3
CC(C)c1nnc(NC(=O)CCC(=O)N2CCN(c3cccc(Cl)c3)CC2)s1,5.1,-0.8,-3.9,0.5,0.1,3.3,-2.0,-0.4,-6.8
C=CCN(c1ccccc1OC)S(=O)(=O)c1cccc(C(=O)NCc2cccs2)c1,-7.8,-0.4,7.8,18.5,-0.6,-8.7,-5.1,-23.5,0.9
CN(C)c1cccc(C(=O)OCC(=O)NCc2ccco2)c1,8.0,0.3,-2.0,-2.5,-0.7,-4.6,-0.9,-4.3,9.8
CN(CC(=O)Nc1ccc(S(=O)(=O)N2CCOCC2)cc1)Cc1ccc(F)cc1,-7.0,-0.3,-1.4,5.1,1.6,0.7,-1.6,-8.0,-0.7
COc1ccc(C(=O)NCC(=O)OCC(=O)Nc2ccc(C)c(S(=O)(=O)N(C)C)c2)cc1OC,-1.2,-0.7,-6.6,-1.0,1.1,2.7,-3.6,-7.5,-10.2

# The final 3 entries of the part above open the next one.
SMILES,NRP1-CendR mod,Tb MetRS inh,eLon inh,FAS TE block,MsrA inh,MT1-MMP act inh,MsrA act,MLLE-PAM2 inh,SKN-1 inh
CN(C)c1cccc(C(=O)OCC(=O)NCc2ccco2)c1,8.0,0.3,-2.0,-2.5,-0.7,-4.6,-0.9,-4.3,9.8
CN(CC(=O)Nc1ccc(S(=O)(=O)N2CCOCC2)cc1)Cc1ccc(F)cc1,-7.0,-0.3,-1.4,5.1,1.6,0.7,-1.6,-8.0,-0.7
COc1ccc(C(=O)NCC(=O)OCC(=O)Nc2ccc(C)c(S(=O)(=O)N(C)C)c2)cc1OC,-1.2,-0.7,-6.6,-1.0,1.1,2.7,-3.6,-7.5,-10.2
COc1ccc([N+](=O)[O-])cc1N(CC(O)CN(C)C)S(=O)(=O)c1ccccc1 (stereo unspecified),3.9,0.1,-2.6,2.0,0.3,0.9,-2.4,2.4,6.3
O=C(COc1cccc2cccnc12)NCC(F)(F)F,17.1,-0.8,6.4,4.2,0.4,-7.6,-0.5,-42.0,6.8
CC(=O)OCC1OC(c2ccccc2)C(OC(C)=O)C(OC(C)=O)C1OC(C)=O (stereo unspecified),-5.6,0.4,-2.9,-6.1,-0.1,1.0,0.8,1.1,4.7
CN1CCN(C2CCCCC2NS(=O)(=O)c2ccc(Cl)cc2)CC1 (stereo unspecified),18.2,0.1,2.1,-4.8,.,-13.9,-0.8,-10.3,-12.9
CCOP(=O)(c1ccccc1)c1nc(-c2ccccc2C)oc1NCc1ccccc1 (stereo unspecified),3.3,0.1,6.0,25.0,-1.0,-2.0,-0.3,-11.7,5.3
Cc1ccc(Cn2ccc(NC(=O)c3cc(-c4ccccc4)on3)n2)cc1,-24.9,-0.7,-2.5,14.0,0.5,1.2,-1.2,9.1,-0.8
Cc1ccccc1-c1ccc(CN2CCN(C)C(CCO)C2)cc1 (stereo unspecified),-5.0,-0.4,3.4,-1.2,-0.4,1.7,-0.3,17.1,10.1
O=C(NN1C(=O)c2ccccc2NC1c1cccnc1)c1ccccc1 (stereo unspecified),5.1,-0.6,-0.5,-5.7,0.1,-6.3,-4.7,18.7,3.3
O=C1c2cccc3cccc(c23)C(=O)N1c1ccc(O)cc1,9.1,1.0,-2.3,-1.1,2.0,-2.0,-3.0,12.7,4.0
O=C(NCc1ccccc1)N1CCN(c2ccccc2F)CC1,-6.7,-0.8,-11.3,-7.6,-0.7,2.9,-4.2,20.1,13.3
O=C(O)c1ccccc1-n1cccc1C(=O)O,1.1,-0.2,-3.5,-9.5,1.0,-0.8,-3.9,-0.4,16.1
CCOc1ccc(-c2c(C(=O)N/N=C/c3cccnc3)nnn2-c2nonc2N)cc1,3.6,0.1,-16.2,-5.8,1.3,-0.7,-1.8,-5.7,-5.4
COCCCn1c(=N)c(C(=O)NCc2ccc3c(c2)OCO3)cc2c(=O)n3cccc(C)c3nc21,3.4,0.1,3.7,0.0,0.3,0.0,-2.6,1.4,4.4
O=C(O)CCN(Cc1ccccc1)S(=O)(=O)c1ccccc1Cl,0.1,-0.3,9.6,0.4,1.1,1.3,-3.1,13.1,16.7
O=C(COC(=O)c1nc(Cl)ccc1Cl)NCc1ccc(Cl)cc1Cl,-4.6,0.7,-2.7,1.5,1.0,4.6,-1.9,2.8,-11.1
COc1ccc(NC(=S)Nc2ccc(F)cc2)c(OC)c1,3.8,-1.4,2.1,-8.7,-0.7,-0.7,-7.5,8.0,-7.7
CN(CC(=O)Nc1ccccc1Br)C(=O)CN1CCN(c2ccccc2Cl)CC1,-2.1,-0.3,5.0,-1.3,-0.2,4.5,-5.5,2.9,8.8
O=C(Cc1ccc(S(=O)(=O)N2CCOCC2)s1)Nc1cc(C(F)(F)F)ccc1N1CCCC1,0.2,-0.2,-0.2,22.4,-0.3,-2.0,-3.4,-22.6,6.6
CCCCNC(=O)c1onc(CSc2cccc(C)c2)c1C(=O)O,10.2,0.0,-1.4,-5.4,-1.1,0.1,-6.0,14.5,8.4
